# TDP1 cell noCPT: qHTS for Inhibitors of human tyrosyl-DNA phosphodiesterase 1 (TDP1): qHTS in cells in absence of CPT | DT40 Tdp1-/- hTDP1 cells, no CPT, ATP luminescence, 48 h | Potency, µM (series often up to 46.2 µM), inactives show at the highest dose activity change, negative = growth inhibition, actives largely listed as inhibitors | 420,000 tested, 15% active; also: nearly all actives have a fitted effect of over 55% in size
#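 Compound effects on proliferation are scored in DT40 Tdp1-/-;hTDP1 cells in the absence of CPT. ATP levels (CellTiter-Glo luminescence) are recorded after a ≥48 hr, 37 °C incubation.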
# TDP1 block: inhibitors of human tyrosyl-DNA phosphodiesterase TDP1; Q9NUW8; recombinant TDP1, AlphaScreen DNA substrate cleavage; Potency, µM (doses to about 130 µM), inactives show top-dose activity change, negative = inhibition, actives largely listed as inhibitors; 350,000 tested, 0.28% active; AID 485290; also: nearly all actives have a fitted effect of over 40% in size
# Target sequence (Q9NUW8 whole entry, looked up): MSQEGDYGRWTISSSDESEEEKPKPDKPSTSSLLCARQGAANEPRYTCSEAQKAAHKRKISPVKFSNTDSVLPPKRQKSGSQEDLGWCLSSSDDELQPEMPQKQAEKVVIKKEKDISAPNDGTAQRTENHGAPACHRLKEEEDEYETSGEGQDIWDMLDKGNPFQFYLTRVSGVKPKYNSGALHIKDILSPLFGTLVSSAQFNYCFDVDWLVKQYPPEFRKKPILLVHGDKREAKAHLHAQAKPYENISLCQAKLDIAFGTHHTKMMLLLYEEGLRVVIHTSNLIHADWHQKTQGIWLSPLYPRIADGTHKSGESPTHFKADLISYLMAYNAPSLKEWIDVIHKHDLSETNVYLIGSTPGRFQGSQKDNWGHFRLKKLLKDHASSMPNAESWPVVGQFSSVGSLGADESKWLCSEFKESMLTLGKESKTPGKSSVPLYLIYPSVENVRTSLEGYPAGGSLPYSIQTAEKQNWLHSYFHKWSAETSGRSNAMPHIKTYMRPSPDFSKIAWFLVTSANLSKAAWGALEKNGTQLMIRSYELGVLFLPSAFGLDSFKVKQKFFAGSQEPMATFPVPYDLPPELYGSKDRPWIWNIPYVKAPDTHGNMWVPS
#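 Enzyme-compound mixtures sat 15 min at room temperature, followed by a 5 min reaction with 15 nM final substrate and 10 min with AlphaScreen beads. Recombinant human Tdp1 was used at 1 nM final.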
# DT40 TDP1 CPT: growth inhibition of DT40 Tdp1-/-;hTDP1 cells with camptothecin (screen for TDP1 inhibitors); chicken DT40 Tdp1-/-;hTDP1 cells + 20 nM CPT, ATP luminescence, 48 h; Potency, µM (series often up to 46.2 µM), for the others: top-dose activity change, negative = growth inhibition, usual class: inhibitors; 420,000 tested, 12% active; AID 686979; also: nearly all actives have a fitted effect of over 55% in size
#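 Chicken DT40 Tdp1-/- cells complemented with human TDP1, 400 cells/well, exposed to compounds plus 20 nM camptothecin for at least 48 h at 37 C; viability read as ATP content by CellTiter-Glo luminescence.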
# Starred values were filed as active, the others as inactive; ? = inconclusive; · = no result given; [ ] = another dose, or the depositor's remark. Calls follow the shape of the dose curve; as a rule, active = well fitted curve in the direction sought with a large enough effect; inconclusive = small, poorly fitted or top-dose-only effect, or another doubt; inactive = no such curve, though single readings can be large; an effect the other way counts as inactive or inconclusive. % is scaled to controls: 0 for no effect and ±100 for the full control effect; potency is read from the fitted curve at half-maximal effect.
mol	TDP1 cell noCPT	TDP1 block	DT40 TDP1 CPT
CN1CCN(C(=O)CCCOc2ccc(Cl)cc2Cl)CC1	-24%	-1%	-25%
CC1CCC2(CC1)NC(=O)N(CC(=O)Nc1cccc(S(=O)(=O)N3CCCCC3)c1)C2=O (configuration not stated)	23µM*	4%	?
COC(=O)c1sc(SC)c2c1CC(C)(C)C/C2=N/O	?	-3%	-12%
CC1(C)CC(=O)C=C(NCCO)C1	-23%	-4%	-7%
CCN(CC)C(=O)c1ccc2nc(-c3ccccc3)c(-c3ccccc3)nc2c1	21µM*	0%	?
COC(=O)c1sccc1NC(=O)CSc1ccccc1NC(=O)CNC(C)C	-1%	3%	-3%
Cc1cccc(NC(=O)CSc2nc(C3CCCC3)nc3c2c(=O)n(C)c(=O)n3C)c1C	-7%	0%	-14%
O=C(NCCc1ccccc1)C(=O)N/N=C/c1ccccc1C(F)(F)F	-9%	7%	8%
O=C(N/N=C/c1cccnc1)c1ccccc1[N+](=O)[O-]	-20%	3%	-2%
COc1ccc(C(=O)CCN(C)C)c2ccccc12	2.8µM*	·	1.3µM*
C/C(=N/NS(=O)(=O)c1ccc(C)cc1)[C@H]1C[C@@H]1c1ccccc1	-8%	7%	-5%
COc1ccc(Nc2nc(Cl)nc(NCc3ccco3)n2)cc1	-25%	11%	-17%
CCOc1ccc(-c2nc(SCC(=O)Nc3cc(F)ccc3F)n3[nH]c(=O)cc3n2)cc1	-12%	·	-4%
C[C@@H]1CN([C@H](C)CO)C(=O)c2c(c3ccccc3n2C)-c2ccccc2CO[C@H]1CN(C)Cc1ccc(Oc2ccccc2)cc1	26µM*	·	?
N#C/C(=C\c1ccccc1)C(=O)Nc1ccccn1	5%	·	9%
Cc1cc(C(=O)COC(=O)C2=NN(c3ccccc3)C(=O)CC2)c(C)n1CC(F)(F)F	?	6%	-7%
COc1cc(/C=C/C(=O)O)cc(S(=O)(=O)N2CCN(S(=O)(=O)c3ccc(Cl)cc3)CC2)c1OC	2%	·	-3%
c1ccc2c(CNCCN3CCOCC3)cccc2c1	-25%	-1%	-11%
CCOC(=O)C1CCN(C(=O)/C=C/c2ccc3c(c2)OCO3)CC1	-25%	·	-9%
CCCC(CCC)=NNC(=O)CN(Cc1ccccc1)S(=O)(=O)c1ccccc1	5%	0%	6%
Cc1cc(C)cc(Nc2cc(C(=O)NC3CCCCC3)c3ccccc3n2)c1	?	0%	?
CCOC(=O)C1=C(CN2CCC(C)CC2)NC(=O)NC1c1ccc(OC(C)C)cc1 (configuration not stated)	?	0%	23µM*
O=C(Nc1c2ccccc2nc2ccccc12)C(Cl)(Cl)Cl	23µM*	6%	16µM*
CC1Cc2ccccc2N1C(=O)CSc1nnnn1C (configuration not stated)	-9%	0%	-23%
COc1cccc(CNC(=O)Cn2c(=O)ccc3cc(S(=O)(=O)N4CCC(C)CC4)ccc32)c1	?	4%	?
O=S(=O)(/C=C/c1ccccc1)N1CCc2ccccc2C1	17%	·	-20%
Cn1c(=O)cc(SCC(=O)NCc2cccnc2)c2ccccc21	-5%	4%[56.1 µM]	-6%
CC(C(=O)NCc1ccco1)c1ccc([N+](=O)[O-])cc1 (configuration not stated)	-16%	-5%	-4%
O=C(CCCN1C(=O)/C(=C\c2cccs2)SC1=S)Nc1cccc(C(=O)O)c1	20%	9%	-22%
COc1ccccc1N1CC(C(=O)NCCC2=CCCCC2)CC1=O (configuration not stated)	-17%	0%	-6%
COc1cccc(CNC(=O)c2cc3ccccn3n2)c1	-8%	6%	1%
COc1cccc(CNC(=O)c2nnc(Cc3ccc(Cl)cc3)o2)c1	-3%	2%	-1%
CC1(c2nc3ccccc3[nH]2)CCC(=O)N1C1CC1 (configuration not stated)	16%	·	7%
C=CCN(CC=C)CCOc1ccccc1[N+](=O)[O-]	-29%	-10%	3%
CCc1[nH]nc(C(=O)N2CCCC(Nc3cccc(F)c3)C2)c1C (configuration not stated)	-1%	1%	-5%
Cc1noc(C)c1C(=O)OCC(=O)NCCc1ccc(Cl)cc1	-4%	0%	-24%
COc1ccccc1N1CCN(C(=O)Cn2ncc3c(=O)oc4ccccc4c32)CC1	?	7%	-12%
Cc1cc(N2CCOCC2)nc(N2CCOCC2)n1	-6%	4%	-2%
Cc1cc2c(ncn2C(C)C)c(N)c1C	20%	3%	-26%
CCOC(=O)c1cc(-c2ccccc2)n(CCC(=O)Nc2ccc(Cl)c(C(F)(F)F)c2)c1C	4.6µM*	1%	3.7µM*
Cc1ccc(S(=O)(=O)N2CCCC2c2nc3ccccc3s2)cc1 (configuration not stated)	?	8%	?
CC(=O)NS(=O)(=O)c1ccc(N=NN2CCCCC2)cc1	-3%	0%	-20%
Cc1noc(C)c1S(=O)(=O)Nc1ccc2c(c1)C(=O)N([C@@H](C)CO)C[C@H](C)[C@@H](CN(C)Cc1ccc(C(F)(F)F)cc1)OCCCC[C@H](C)O2	?	·	?
O=C(O)CCC(=O)N1CCc2cc(S(=O)(=O)NCCc3ccc(Cl)cc3)ccc21	-17%	1%	?
COc1ccc(N2CCN(c3oc(/C=C/c4cccc(OC)c4)nc3C#N)CC2)cc1	10%	2%	-2%
COCCN(C(=O)COC(=O)/C=C/c1ccc2ccccc2n1)c1c(N)n(Cc2ccccc2)c(=O)[nH]c1=O	?	4%	?
O=C(c1nsc(Cl)c1Cl)N1CCCCC1	-12%	0%	-14%
C/C(=N\NC(=S)NCCc1ccccc1)c1ccc(C#N)cc1	13µM*	4%	?
COc1ccc(-c2ccc(OC)cc2)cc1	1%	7%[56.1 µM]	6%
CN(CCOc1ccccc1)C(=O)c1ccc(N2CCCC2)c([N+](=O)[O-])c1	?	14%	-17%

# (continued)
mol	TDP1 cell noCPT	TDP1 block	DT40 TDP1 CPT
CCCCCCC1CC(=O)NC(=O)N1 (configuration not stated)	4%	-1%	0%
COc1ccccc1NS(=O)(=O)c1ccc(/C=C/C(=O)O)cc1	2%	3%	-2%
C[C@H](NC(=O)c1cc2cc(Cl)ccc2n1C)C(=O)N[C@@H](Cc1ccccc1)C(=O)O	9%	·	0%
O=C(c1n[nH]c2ccccc12)N1CCN(c2ccc(F)cc2)CC1	-26%	6%	-28%
Cc1nc(Sc2ccccc2)c(C#N)cc1-c1ccccc1	-12%	·	-28%
CC(C)Oc1ccc(C(=O)Nc2ccc(N3CCCC3)cc2)cc1	-11%	5%	-3%
CNC(=O)[C@@H]1C[C@@H](NCc2cccc(Oc3ccccc3)c2)CN1C(C)C	?	·	?
C=C1CCN([C@@H](Cc2ccccc2)C(=O)NCc2ccc(Cl)cc2)S(=O)(=O)c2ccccc21	21µM*	·	?
Cc1ccc2c(c1)N(CC(=O)N1CCCCC1)C(=O)CO2	-8%	·	-9%
Cc1onc(C(=O)N2CCN(c3ccccc3)CC2)c1[N+](=O)[O-]	-21%	3%	-19%
COc1ccc(-c2noc(CSc3nnc(Cc4ccccc4)n3-c3cccc(C)c3)n2)cc1	?	5%	?
Cc1cc(C(=O)N2CCCC(C(=O)c3cccc(C(F)(F)F)c3)C2)n[nH]1 (configuration not stated)	-30%	5%	?
Cc1ccc(CC(=O)Nc2ccc(C(=O)N3CCOCC3)cc2)cc1	-4%	5%	0%
Cc1cccc(C)c1Nc1nc2ccccc2o1	?	7%	?
O=C(COc1ccc(S(=O)(=O)NCCc2ccccc2)cc1)N1CCCC1	-20%	5%	?
CC(=O)Nc1ccc(S(=O)(=O)N2CCN(S(=O)(=O)c3ccccc3)CC2)cc1	12%	·	0%
Cc1ccc(S(=O)(=O)N2CCN(c3nc(-c4cccs4)nc4c3ncn4COC(=O)C(C)(C)C)CC2)cc1	0%	·	-4%
COc1ccccc1CC(=O)Nc1ccc(C(=O)N2CCCCC2)cc1	-5%	2%	-24%
COc1ccc(CC(=O)NNS(=O)(=O)c2ccc([N+](=O)[O-])cc2)cc1OC	-17%	-18%	-3%
COC(=O)c1ccc(OC)c(Cn2c(=O)n(-c3cccc(Cl)c3)c(=O)c3c2c2cc(C)ccc2n3C)c1	1%	-3%	-13%
CC(=O)c1c(C)oc2ccc(N(C(C)=O)S(=O)(=O)c3ccc(F)cc3C)cc12	16µM*	2%	12µM*
O=C(c1ccc2c(c1)OCO2)N1CCN(S(=O)(=O)c2ccc(Cl)cc2)CC1	-30%	3%	-10%
NC(=O)NNc1ncc(C(F)(F)F)cc1Cl	7%	-3%	2%
O=C(CSc1nc2c(c(=O)n1-c1ccc(F)cc1)SCC2)N1CCCC1	?	3%	-12%
S=C1NC2(CCCCC2)N=C1c1ccccc1	?	3%	?
CC1CCCN(C(=O)C2CCN(C(=O)Nc3ccccc3)CC2)C1 (configuration not stated)	15%	1%	-2%
CC(C)(C)OC(=O)COc1cc(O)c2c(=O)cc(-c3ccccc3)oc2c1	-27%	5%	?
CCOC(=O)c1c(NC(=O)c2cc3ccccc3c(=O)o2)sc2c1CCC(C(C)(C)C)C2 (configuration not stated)	7%	-2%	9%
CCOc1ccc(N(CC(=O)NCCc2ccc(F)cc2)S(=O)(=O)c2ccccc2)cc1	?	0%	21µM*
COc1ccc(C)cc1NC(=O)NCc1ccccn1	17%	0%	-3%
O=C(CCc1nnc(Cc2c[nH]c3ccccc23)o1)NCC1CC12CCCCC2 (configuration not stated)	26µM*	8%	?
CC1OC2(C)OC(=N)C1(C#N)C(C#N)(C#N)C2c1ccccc1 (configuration not stated)	?	0%	-23%
Nc1c(-c2ccccc2Cl)cnn1-c1cccc([N+](=O)[O-])c1	29%	4%	-4%
CC(=O)c1ccc(S(=O)(=O)NCC2(N3CCOCC3)CCCCC2)cc1	-21%	-1%[56.1 µM]	-15%
CCc1cccc(NC(=O)C2CCC(CNS(=O)(=O)c3csc(C(N)=O)c3)CC2)c1 (configuration not stated)	?	-5%	?
CCOC(=O)c1sc(NC(=O)C2c3ccccc3Oc3ccccc32)c(C#N)c1C	16µM*	-4%	12µM*
Nc1nc(-c2ccccc2)cc(-c2ccccc2O)n1	?	?	?
COc1ccc(CC2(C)OC(c3ccc([N+](=O)[O-])cc3)=NN2C(C)=O)cc1 (configuration not stated)	?	8%	?
COc1ccc(NC(=O)C2=C(C)Nc3c(C(=O)Nc4ccc(C)cc4)cnn3C2c2cc(OC)ccc2OC)cc1 (configuration not stated)	?	5%	-4%

# Rows were taken by chance. About 18% of those tested had a hit in this group.
